From PubChem
PfM18AAP inh – PfM18AAP inhibitors, malaria aminopeptidase, primary screen, biochemical, QFRET, recombinant enzyme; M18 aspartyl aminopeptidase (Plasmodium falciparum 3D7); H-Glu-NHMec fluorogenic cleavage; inhibition, % at 7.35 µM; actives 1.2% (n = 290,000); AID 1822, 2009;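 active = inhibition above the campaign mean inhibition over all tested compounds plus 3 SD, cut at about 28% in these data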;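 also: 0% = plate median of test compound wells and 100% = 2 mM ZnCl2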
MEKK3 PB1 HTS – modulators of MEKK3-MEK5 PB1 binding, primary screen, biochemical, wildtype MEKK3, multiplex bead flow cytometry, Alexa488-MEK5; binding response (% of control), % at 10 µM; actives 1.4% (n = 290,000); Mitogen-activated protein kinase kinase kinase 3 (Homo sapiens), Q99759; bead-based flow cytometry, Alexa488-MEK5 binding to MEKK3; actives lie on both sides; 0 = blocked by unlabeled MEK5, 100 = vehicle;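 active = binding response more than 3 SD above or below the average of its plate-row segment, actives on both sides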;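 also: Alexa488 bead fluorescence after subtracting the streptavidin-only scavenger bead signal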
pCIP destab – p/CIP-EGFP fusion destabilizers, primary screen, fluorescence, F442A cells. Q05BA5. 16 h. decrease of EGFP signal, % at 10 µM. actives 0.01% (n = 290,000);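 active = EGFP signal decrease of at least 30% at 10 µM or well 3 SD below plate mean, unless failing retest; inactive = the rest, including hits failing retest or dose response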; also: some compounds called inactive have numbers as strong as hits; many of its hits are not listed in these tables
MEKK2 WT-MEK5 – modulators of MEK5 binding to wildtype MEKK2, primary screen, biochemical, multiplex bead flow cytometry, Alexa488-MEK5; Mitogen-activated protein kinase kinase kinase 2 (Homo sapiens), Q9Y2U5; Alexa488-MEK5 binding to MEKK2 WT; actives lie on both sides; binding response (% of control), % at 10 µM; actives 1.1% (n = 290,000); in the data active = binding response below about 67% or above about 130%
IDE cell inh – human IDE inhibitors in live cells, primary screen, fluorescence polarization, HEK cells, FAbetaB substrate; inhibition, % at 5.59 µM; FAbetaB cleavage; Insulin-degrading enzyme (Homo sapiens), P14735; actives 0.41% (n = 320,000);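 active = percent inhibition above the average of all tested compounds plus 3 SD, set per screening campaign, cut at about 16% in these data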;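 also: IDE supplied by intact live HEK cells; FP after avidin binding of uncleaved biotin substrate so inhibition keeps polarization high; 0% = DMSO wells and 100% = 60 µM reference IDE inhibitor Ii1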
Target sequence (P14735 whole entry, looked up): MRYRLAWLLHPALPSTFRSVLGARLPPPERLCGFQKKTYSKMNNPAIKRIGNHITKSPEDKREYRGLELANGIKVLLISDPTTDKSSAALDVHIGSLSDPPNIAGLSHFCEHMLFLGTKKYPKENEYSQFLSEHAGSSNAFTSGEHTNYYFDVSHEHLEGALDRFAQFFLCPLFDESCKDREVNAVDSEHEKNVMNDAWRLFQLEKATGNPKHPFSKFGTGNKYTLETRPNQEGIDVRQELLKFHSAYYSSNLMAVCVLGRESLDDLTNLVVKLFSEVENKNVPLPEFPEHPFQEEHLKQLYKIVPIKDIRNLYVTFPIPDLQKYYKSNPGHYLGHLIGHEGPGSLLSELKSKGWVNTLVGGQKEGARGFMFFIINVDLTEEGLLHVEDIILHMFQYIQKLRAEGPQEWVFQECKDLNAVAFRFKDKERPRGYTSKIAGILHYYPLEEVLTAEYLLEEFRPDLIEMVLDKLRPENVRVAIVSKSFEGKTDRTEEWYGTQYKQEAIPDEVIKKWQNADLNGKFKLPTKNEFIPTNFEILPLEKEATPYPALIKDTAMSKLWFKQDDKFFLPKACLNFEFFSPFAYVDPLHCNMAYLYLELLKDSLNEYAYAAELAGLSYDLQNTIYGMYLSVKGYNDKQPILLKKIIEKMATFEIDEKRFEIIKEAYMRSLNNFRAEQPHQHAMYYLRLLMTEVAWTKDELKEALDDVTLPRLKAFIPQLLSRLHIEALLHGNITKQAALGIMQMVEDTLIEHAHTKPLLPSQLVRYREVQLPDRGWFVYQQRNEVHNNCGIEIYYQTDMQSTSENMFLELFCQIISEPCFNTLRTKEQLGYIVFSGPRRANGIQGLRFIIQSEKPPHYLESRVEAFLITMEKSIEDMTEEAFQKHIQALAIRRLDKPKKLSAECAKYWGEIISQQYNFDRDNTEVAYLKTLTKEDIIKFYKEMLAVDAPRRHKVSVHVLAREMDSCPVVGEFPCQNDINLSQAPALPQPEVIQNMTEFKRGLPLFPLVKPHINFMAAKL
IDE act – human IDE activators in live cells, primary screen, fluorescence polarization, HEK cells, FAbeta-B substrate; FAbeta-B cleavage; 0% vehicle, 100% cell-free pure enzyme wells; actives 0.073% (n = 340,000); AID 493087, 2011; activation, % at 5.96 µM;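 active = activation above the mean of all tested compounds plus 3 SD, set per screening campaign, cut at about 17% in these data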
SUMO HTRF inh – inhibitors of in vitro SUMOylation cascade, primary screen, biochemical, HTRF, uHTS | SUMO-conjugating enzyme UBC9 (Homo sapiens), P63279 | HTRF SUMOylation assay, SAE1/SAE2 + UBC9 | inhibition, % at 35 µM | actives 0.36% (n = 290,000) | AID 2006, 2009; in the data active = inhibition above about 50%, passing the limit was not always enough; also: strong numbers were not always called active
MEKK2 mut-MEK5 – MEK5 binding signal on mutant MEKK2 PB1, primary screen, biochemical, multiplex bead flow cytometry, Alexa488-MEK5; Alexa488-MEK5 binding to MEKK2 mutant; percent response, % at 10 µM; actives 0.35% (n = 290,000); AID 1530, 2009; in the data active = percent response above about 24%, passing the limit was not always enough; also: inactives centre near 1; some results filed as inactive read as strong as hits; reference of the scale not given here
NALP1 inh – NALP1 inflammasome inhibitors in reconstituted yeast, colorimetric, S. cerevisiae, triplicate retest; actives 0.61% (n = 280,000); inhibition, % at 10 µM; S. cerevisiae NALP1/ASC/caspase-1 growth, X-gal OD620, 72 h; in the data active = inhibition mostly above about 24%, no sharp cut-off; inactive = mostly below about 32%; also: some compounds called inactive have numbers as strong as hits
* marks the source's active call; other numbers are inactive results; x = not tested or not shown. The list is partial (hit frequency here may not be typical).

SMILES	PfM18AAP inh	MEKK3 PB1 HTS	pCIP destab	MEKK2 WT-MEK5	IDE cell inh	IDE act	SUMO HTRF inh	MEKK2 mut-MEK5	NALP1 inh
COc1cc(O)c(C(CC(=O)N2CCCC2)c2ccc3c(c2)OCO3)c(OC)c1 (stereo unspecified)	x	96	-9	94	-2	10	17	-13	-5
CCCCc1sc(-c2c(C#N)c(N)nc3c2CCCCC3)cc1[N+](=O)[O-]	-9	111	-11	106	1	0	18	5	6
CC1(c2ccc([N+](=O)[O-])cc2)Nc2ccccc2S1 (stereo unspecified)	35*	105	4	100	12	1	-1	0	21
Cc1ccc(CSc2nnc(-c3cccc(S(=O)(=O)N4CCOCC4)c3)n2C2CCCC2)cc1	-3	97	-1	95	2	4	-20	-2	33
CCOCc1nnc(NC(=O)c2ccc(OC)cc2)s1	1	91	-3	97	-2	4	11	-2	-76
O=C(O)Cn1nnc(-c2ccc(OCc3ccccc3Cl)cc2)n1	5	99	-3	97	2	2	7	1	12
O=c1c(Cl)c(NS(=O)(=O)c2ccccc2)cnn1-c1ccccc1	-2	110	-5	110	1	5	23	21	11
O=C(/C=C/c1ccc(Br)cc1)NC(=S)N1CCOCC1	8	102	-12	91	3	-5	-7	-11	-4
Cc1ccc(/C=C2/NC(=O)N(Cc3ccccc3F)C2=O)s1	-2	98	-4	92	1	1	18	-4	19
COc1ccc(S(=O)(=O)Nc2cc3c4c(oc3c3ccccc23)CC(C)(C)CC4=O)cc1	4	100	-19	87	-4	2	0	-4	6
Cc1ccc(NC(=O)c2cc(=O)n(Cc3ccccc3)c(=O)[nH]2)cc1C	-2	100	-5	100	0	1	24	-3	4
Cc1ccc(C)c(N2C(=O)CC(N3CCN(Cc4ccc5c(c4)OCO5)CC3)C2=O)c1 (stereo unspecified)	-25	96	8	94	2	1	-20	-1	19
Cc1cc(C)c2c(=O)n(CC(=O)Nc3ccc(Br)c(C)c3)sc2n1	60*	99	4	99	61*	-51	6	0	-6
Cc1nn(C)c(C)c1Nc1ccc(N2C(=O)C3CC=CCC3C2=O)cc1[N+](=O)[O-] (stereo unspecified)	-5	101	-1	99	0	-2	4	3	-3
CC(=NCCc1c(C)[nH]c2ccc(C)cc12)C1=C(O)CC(c2ccccc2)CC1=O (stereo unspecified)	2	101	4	101	0	-1	-2	-1	19
COC(=O)C(CC(=O)c1ccc(Br)cc1)n1cccn1 (stereo unspecified)	-19	100	-9	100	-5	-1	8	2	-4
O=C1C=C(c2ccc(Cl)cc2)OC2(CCCC2)O1	-13	101	0	99	-4	2	11	-1	22
COCCSc1nc(N)c(NC(=O)c2ccco2)c(=O)[nH]1	1	103	1	103	3	2	13	0	6
O=C(CN1C(=O)c2ccccc2S1(=O)=O)NCc1cccs1	13	101	-14	99	6	1	4	1	2
O=c1c2ccccc2[nH]c(=S)n1CCCN1CCN(C2CCCCC2)CC1	4	98	-3	103	3	4	-3	17	-1
O=C(NCc1ccc2c(c1)OCO2)c1ccccc1	-8	104	-6	104	-1	0	22	3	-37
O=C(/C=C\c1ccco1)Nc1nc(-c2ccc3ccccc3c2)cs1	4	98	-20	91	2	0	34	-4	16
COCCN1CCN(Cc2cn(C)nc2-c2ccc(Oc3ccccc3)cc2)CC1	0	99	-4	104	0	4	2	-1	x
COc1ccc(C(=O)COC(=O)[C@H](C)Nc2ccc(C(F)(F)F)cc2[N+](=O)[O-])c(OC)c1	3	102	-3	100	3	2	16	2	1
FC(F)(F)c1cc(C(F)(F)F)n2nc(-c3sccc3-n3cccc3)cc2n1	-1	101	-4	97	1	1	17	1	12

Pulled by compound from the entries so far (three):
SMILES	PfM18AAP inh	MEKK3 PB1 HTS	pCIP destab	MEKK2 WT-MEK5	IDE cell inh	IDE act	SUMO HTRF inh	MEKK2 mut-MEK5	NALP1 inh
COc1ccc(S(=O)(=O)Nc2cc3c4c(oc3c3ccccc23)CC(C)(C)CC4=O)cc1	4	100	-19	87	-4	2	0	-4	6
Cc1ccc(C)c(N2C(=O)CC(N3CCN(Cc4ccc5c(c4)OCO5)CC3)C2=O)c1 (stereo unspecified)	-25	96	8	94	2	1	-20	-1	19
O=C(/C=C/c1ccc(Br)cc1)NC(=S)N1CCOCC1	8	102	-12	91	3	-5	-7	-11	-4

Further records
SMILES	PfM18AAP inh	MEKK3 PB1 HTS	pCIP destab	MEKK2 WT-MEK5	IDE cell inh	IDE act	SUMO HTRF inh	MEKK2 mut-MEK5	NALP1 inh
CCCc1nnc(NC(=O)CCC(=O)Nc2ccc(Br)cc2)s1	4	100	1	101	-3	6	x	0	14
Fc1ccc(-c2csc(N3CCOCC3)n2)cc1	-3	97	6	97	-5	-1	0	-7	20
C/C(=N\NC(=O)c1ccc(O)cc1)c1cc2ccccc2o1	-10	99	25	94	-6	0	9	-7	8
O=C(Cn1c(CO)nc2ccccc21)Nc1cc(C(F)(F)F)ccc1N1CCOCC1	4	104	-13	104	-1	-4	20	7	5
COC(=O)C1CC(c2ccc(Cl)cc2)=NO1 (stereo unspecified)	5	105	8	102	2	-1	12	-2	11
CCc1ccc(CN(C)C(C)C(=O)NCc2ccccc2)cc1 (stereo unspecified)	5	97	-7	100	x	0	0	-2	5
COc1cc2c(cc1OC)C(C)N(C(=O)c1cc(Cl)nc(Cl)c1)CC2 (stereo unspecified)	-2	108	2	105	-2	2	4	5	16
Cc1ccc(S(=O)(=O)N(C)C)cc1NC(=O)COc1ccc(-c2nnco2)cc1	-18	117	-5	101	2	6	11	12	x
CC(C)c1c(C(=O)N/N=C2\CCc3ccccc32)nnn1-c1nonc1N	3	106	-10	105	6	7	-1	6	-7
COc1ccc(CCNC(=O)CN(c2cccc([N+](=O)[O-])c2)S(C)(=O)=O)cc1OC	-8	102	3	97	-3	0	15	-2	9
CCCCN(CC)S(=O)(=O)c1ccc(C(=O)N(CCCN(C)C)c2nc3cc(C)cc(C)c3s2)cc1	-1	145*	-4	162*	-1	2	0	6	26
Cn1nc(C(F)(F)F)cc1C(=O)Nc1ccc(-c2ccno2)cc1	-1	103	-4	103	0	7	5	1	-6
CSc1ccccc1NC(=O)COC(=O)c1ccc(O)cc1	6	101	5	106	0	3	19	4	17
Cc1c(C)n(C)c2ccc(C(=O)NCCCN3CCN(C)CC3)cc12	3	103	-1	127	1	-8	9	19	8
CC1=C(C(=O)OCCBr)C(c2cccc3ccccc23)NC(=O)N1 (stereo unspecified)	1	98	-11	97	0	0	1	2	11
COC(=O)C1=NNCC12CC(=O)N(c1ccc(Br)cc1)C2=O (stereo unspecified)	-8	123	-18	102	-4	5	18	1	28
CC(Sc1ccsc1[N+](=O)[O-])C(=O)NCc1ccccc1 (stereo unspecified)	4	100	-17	106	-10	x	-2	-1	-1
CC(=O)OC1CC2(C)/C(=N\O)CCC2C2CCc3cc(O)ccc3C12 (stereo unspecified)	-3	106	7	106	x	2	2	13	12
CN(CC(=O)Nc1ccccc1C(=O)N1CCCC1)S(=O)(=O)c1ccc(Cl)cc1	4	100	-4	101	-1	-1	6	0	3
COc1cccc(CN2CCNC(=O)C2CC(=O)N(C)C2CCCCC2)c1 (stereo unspecified)	8	99	2	108	0	4	10	4	-2
O=C(Cn1cnc2cc([N+](=O)[O-])ccc2c1=O)Nc1ccc(N2CCOCC2)cc1	3	97	-1	93	3	5	-5	-5	-2
O=c1oc(-c2cccc([N+](=O)[O-])c2)nc2ccccc12	5	106	-6	101	0	0	-16	3	1
Cc1cc(C)c2c(N)c(C(=O)c3ccccc3Cl)sc2n1	4	102	0	100	-2	-1	17	12	-6
Cc1ccc(-c2onc(C)c2C)cc1S(=O)(=O)N1CCOc2ccccc21	5	101	-18	95	6	2	-3	-1	9
Cc1ccc(C(=O)N2CCN(CCNC(=O)C(=O)Nc3ccc(Cl)cc3)CC2)cc1	-1	102	-11	100	x	4	-2	-2	-8

The listing continues.
SMILES	PfM18AAP inh	MEKK3 PB1 HTS	pCIP destab	MEKK2 WT-MEK5	IDE cell inh	IDE act	SUMO HTRF inh	MEKK2 mut-MEK5	NALP1 inh
COc1ccc(OC)c(NC2=C(Cl)C(=O)N(Cc3ccccc3)C2=O)c1	1	81	-6	85	-4	-2	0	-1	6
CCCCC(=O)c1ccc(O)cc1O	-10	96	x	101	4	0	x	2	x
CCOC(=O)CNC(=O)CSc1nccn1Cc1ccco1	-8	105	-5	101	0	7	21	0	-10
CCOP(=O)(O)c1cccc(OCCOCCOc2cccc(P(=O)(O)OCC)c2)c1	4	100	-7	94	-2	-2	19	-11	8
Cc1ccc(C)c2[nH]c(=O)c(CN(Cc3ccc4c(c3)OCO4)Cc3nnnn3Cc3ccco3)cc12	32*	100	-2	99	7	3	1	2	15
OCCNc1nc(Nc2ccc(O)cc2)nc2ccccc12	-1	93	2	94	-4	2	-15	-16	x
Cc1ccc2nc3c(cc(C(=O)NC4CCCC4)c(=N)n3CCCn3ccnc3)c(=O)n2c1	-4	98	-1	88	-3	x	19	-14	-2
CC(=O)N1CCC(C(=O)c2ccc(Cl)cc2)CC1	-1	109	-7	115	4	4	2	4	-5
O=C(Nc1ccc(Oc2ccc(S(=O)(=O)N3CCOCC3)cn2)cc1)c1ccco1	0	113	x	95	2	3	x	4	x
Cc1nc(S(=O)(=O)N2CCOCC2)c(C#N)c(C)c1Cl	-3	119	-6	129	1	3	14	12	5
CCOc1cc(S(=O)(=O)N(CC)CC)ccc1F	-1	100	9	101	1	4	-13	7	12
Cc1ccccc1NC(=O)COC(=O)C1C2CC3OC(=O)C1C3C2 (stereo unspecified)	-11	107	-4	103	-5	-2	-4	-1	13
COC(=O)CSc1nnc(-c2cccnc2)n1C	0	104	-13	96	2	8	19	-1	-13
O=S(=O)(NCc1ccccc1Cl)c1cccs1	4	102	-12	106	5	5	4	2	-4
COc1cccc(N2CCN(C(=O)c3ccc(CS(=O)c4ccc(Cl)cc4)o3)CC2)c1 (stereo unspecified)	-2	103	-4	103	0	-3	-7	1	0
COc1cc2c3nnc(-c4ccc(F)cc4)c-3cn(Cc3ccc(C)cc3)c2cc1OC	-1	116	6	179*	-3	-6	17	50*	22
NC(N)=NS(=O)(=O)c1ccc(N=C2C(=O)Nc3ccccc32)cc1	-10	96	-9	94	-1	1	27	-6	25
Clc1ccccc1-c1ncnc2ccc(Br)cc12	0	98	6	103	5	x	4	0	-6
O=C(Nc1ccc(S(=O)(=O)N2CCCC2)cc1)c1ccc([N+](=O)[O-])cc1	-7	100	-2	102	2	0	18	-3	20
CCOC(=O)N1CCC(NC(=O)c2cc(S(=O)(=O)NCCc3ccccc3)ccc2F)CC1	-2	103	2	100	9	-2	-4	0	10
Cc1cc(Br)cc(Cl)c1OCC(=O)NC(=O)NCc1ccccc1	-1	103	-8	113	-2	-2	6	17	28
COc1ccccc1-c1ccc(SCC(=O)N2CCOCC2)nn1	7	90	-4	94	0	2	8	-4	-3
Cc1ccc(C2=Nn3c(COc4ccc(Cl)cc4)nnc3SC2CC(=O)O)cc1 (stereo unspecified)	-1	101	2	96	1	3	0	0	-9
O=C(Nc1nnc(-c2cccnc2)s1)c1cccs1	-3	104	4	106	5	-1	11	2	x
Cc1cc(C(=O)NCCC2=CCCCC2)ccc1[N+](=O)[O-]	-1	99	-16	96	5	x	24	-13	9
Cn1ccnc1-c1nnn(-c2ccc(Cl)c(Cl)c2)n1	x	104	x	103	-5	0	x	3	x
